High-throughput results from PubChem BioAssay.
CHO-K1 Ca ag: counter-screen for M1 agonists: effect in parental CHO-K1 cells. AID 602248, 2012. Fluo-8 calcium fluorescence; scaled to maximal ATP response, vehicle zero. activation, % at 3 µM. 360,000 tested, 0.48% active; in the data active = activation above about 15%;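 note: untransfected CHO-K1 host cells lacking M1 receptor as counterscreen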
TAAR1 ag: human TAAR1 agonists, primary screen, Fluo-8 calcium fluorescence, CHO RD-HGA16 cells; Trace amine-associated receptor 1 (Homo sapiens), Q96RJ0; vehicle wells 0%, saturating PEA agonist 100%; activation, % at 3 µM; 360,000 tested, 0.99% active; AID 624467, 2012;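 active = activation above the mean activation of all test compounds in the run plus 3 SD, cut at about 38% in these data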
Target sequence (Q96RJ0 whole entry, looked up): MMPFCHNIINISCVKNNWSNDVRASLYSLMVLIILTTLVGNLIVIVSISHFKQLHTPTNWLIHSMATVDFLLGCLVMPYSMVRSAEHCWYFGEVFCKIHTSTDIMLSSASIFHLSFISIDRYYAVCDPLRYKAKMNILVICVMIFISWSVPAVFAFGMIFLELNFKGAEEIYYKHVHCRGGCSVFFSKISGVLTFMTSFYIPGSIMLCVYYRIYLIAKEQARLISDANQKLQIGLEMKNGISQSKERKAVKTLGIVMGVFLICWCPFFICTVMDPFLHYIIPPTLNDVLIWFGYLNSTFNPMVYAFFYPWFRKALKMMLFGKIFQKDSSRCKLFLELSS
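Repeats: no replicates (n 1) | Material: CHO-derived RD-HGA16 cells with stable Gα16 and human TAAR1 | Technique: Kinetic Fluo-8 calcium fluorescence | Schedule: 17-24 h seeding, 75 min 37 °C dye, 30 min RT | Evaluation: % activation from peak over basal fluorescence ratio, DMSO-to-PEA scaled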
CHO-K1 Ca antag: nonselective inhibitor or artifact in parental CHO-K1 cells; ATP-induced calcium, Fluo-8 fluorescence; inhibition, % at 3 µM; 360,000 tested, 0.6% active; AID 602250;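 active = inhibition above a per-plate cutoff, the plate's mean sample inhibition plus 3 SD, cut at about 24% in these data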;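 note: 0% = DMSO plus EC80 ATP and 100% = DMSO alone without ATP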
OXTR potentiator: human OXTR potentiators, primary screen, fluorescence, CHO-OTR cells, Fluo-8 calcium. Oxytocin receptor (Homo sapiens), P30559. Fluo-8 calcium fluorescence, potentiator mode; 0% = oxytocin EC15, 100% = EC100. activation, % at 3 µM. 320,000 tested, 0.061% active. AID 2445, 2010;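 active = activation above that plate's cutoff, the mean activation of tested compounds plus 3 SD, cut at about 6.6% in these data, passing the limit was not always enough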;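 note: 100% uses oxytocin at 75 nM as the full agonist control; some results filed as inactive read as strong as hits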
Target sequence (P30559 whole entry, looked up): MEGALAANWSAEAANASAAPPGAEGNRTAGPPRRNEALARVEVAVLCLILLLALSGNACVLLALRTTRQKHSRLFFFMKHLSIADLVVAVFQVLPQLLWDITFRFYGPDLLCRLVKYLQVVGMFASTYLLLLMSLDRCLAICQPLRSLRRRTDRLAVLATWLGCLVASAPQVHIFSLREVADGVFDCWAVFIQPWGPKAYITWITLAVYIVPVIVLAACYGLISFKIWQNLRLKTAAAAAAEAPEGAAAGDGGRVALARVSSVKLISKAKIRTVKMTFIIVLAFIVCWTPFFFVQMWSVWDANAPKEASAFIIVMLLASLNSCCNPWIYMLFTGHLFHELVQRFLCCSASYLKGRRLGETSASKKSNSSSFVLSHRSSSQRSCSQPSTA
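Dosing: Single dose, 3.0 µM nominal final compound concentration | Material: Human OTR in CHO cells | Technique: Kinetic Fluo-8 calcium fluorescence | Benchmarks: EC15 oxytocin alone as 0%, 75 nM oxytocin as 100% | Probe or stimulus: Oxytocin at about EC15, sub-maximal agonist stimulus | Incubation: Compound 6 min at room temperature before oxytocin, 100 s read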
CHO parental Ca: ATP-evoked calcium signal inhibitors, parental CHO, primary screen, counter-screen for OX1R antagonist project, cell-based, fluorescence, Fluo-8 calcium dye; parental CHO-K1, ATP-induced calcium, Fluo-8 fluorescence; inhibition, % at 5.6 µM; 330,000 tested, 0.63% active; AID 463079, 2010;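 active = inhibition above that plate's mean sample inhibition plus 3 SD, cut at about 26% in these data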;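 note: 0% = ATP-challenged DMSO wells and 100% = DMSO wells without ATP; some compounds past the cut are filed as inactive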
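Measured by: calcium-sensitive Fluo-8 fluorescence / Test system: CHO parental line / Controls: ATP-challenged DMSO wells low, unchallenged DMSO wells high / Measure: % inhibition / Compound: single nominal dose of 5.6 µM per compound / Replicates: single well per compound, no replicates / Reagent: ATP as calcium-mobilizing challenge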
CHO-K1 Ca PAM: nonselective calcium activators in parental CHO-K1 cells, primary screen, counter-screen for M1 PAM project, cell-based, Fluo-8 calcium fluorescence, full deck, 1536-well. ATP EC20; 0% at ATP EC20, 100% at ATP max. activation, % at 3 µM. 360,000 tested, 0.02% active;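 active = activation above the run cutoff, the mean activation of all test compounds plus 3 SD, cut at about 40% in these data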;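 note: peak over basal fluorescence ratio in a 140 s read after ATP addition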
TAAR1 antagonist: human TAAR1 antagonists, primary screen, Fluo-8 calcium fluorescence, CHO RD-HGA16 cells; Trace amine-associated receptor 1 (Homo sapiens), Q96RJ0; antagonist; inhibition, % at 3 µM; 360,000 tested, 1.5% active;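 active = inhibition above a per-plate cutoff, the mean inhibition of test compounds on that plate plus 3 SD, cut at about 49% in these data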;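 note: 0% = DMSO plus EC80 beta-PEA response and 100% = DMSO alone without agonist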
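Test system: CHO RD-HGA16 cells bearing hTAAR1 | Reagent: β-PEA, EC80 | Compound dosing: 3 µM, single point | Schedule: Dye loading 75 min at 37 °C, then 30 min room temperature | Signal: Calcium fluorescence with Fluo-8 | Evaluation: Percent inhibition of PEA-evoked calcium signal, max/basal emission ratio | Control set: DMSO-only wells and EC80 β-PEA-stimulated wells | Repeats: Singlicate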
CHRM1 agonist: human M1 muscarinic receptor agonists, primary screen, Fluo-8 calcium fluorescence, CHO-K1 cells, HTS; AID 588814, 2011; activation, % at 3 µM; CHO-K1 hM1, agonist mode; 0% DMSO, 100% acetylcholine EC100; 360,000 tested, 0.33% active;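 active = activation above the run's mean compound activation plus 3 SD, cut at about 16% in these data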;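 note: peak over basal fluorescence ratio within a 140 s kinetic read after compound addition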
M1 antag: human M1 muscarinic receptor antagonists, primary screen, CHO-K1 cells, Fluo-8 calcium fluorescence, 1536-well; Muscarinic acetylcholine receptor M1 (Homo sapiens), P11229; inhibition, % at 3 µM; AID 588852, 2011; CHO-K1 hM1, ACh EC80 antagonist; 360,000 tested, 1.3% active;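 active = percent inhibition above its own plate's cutoff, namely the mean of that plate's compound wells plus 3 SD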;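 note: peak over basal fluorescence ratio during 140 s after agonist addition; 0% = ACh EC80 plus DMSO and 100% = DMSO alone without agonist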
Starred values were filed as active, the others as inactive; / = no result given; & = joins results of further samples.

SMILES | CHO-K1 Ca ag | TAAR1 ag | CHO-K1 Ca antag | OXTR potentiator | CHO parental Ca | CHO-K1 Ca PAM | TAAR1 antagonist | CHRM1 agonist | M1 antag
O=C(Nc1ccc(F)cc1F)c1ccc2c(=O)n3c(nc2c1)CCC3 | 0.7 | 0 | -1 | / | / | -3 | 12 | -3 | -4
Cc1nnc(SCC(=O)NC2CC2)n1CC1CCCO1 (stereo not given) | 1.0 | 2 | -14 | -6 | 4 | 13 | 17 | -3 | -7
N#C/C(=C/c1cn[nH]c1-c1cccc(Br)c1)C(=O)O | 0.1 | 71* | -10 | 1 | 7 | 2 | -2 | -2 | 5
Cc1ccc(N2CC3=C(C2=O)C(c2ccccc2)NC(=O)N3C)cc1 (stereo not given) | 0.4 | 0 | -13 | -7 | -3 | 16 | 9 | -4 | -10
CC(=O)Nc1c2c(nn1-c1cccc(Cl)c1)CS(=O)C2 (stereo not given) | 0.2 | 3 | -3 | -1 | -6 | 7 | -4 | 0 | -8
Cc1ccc(-c2nnn(CC(=O)N3CCC(C)CC3)n2)o1 | -0.1 | 9 | -19 | -3 | -18 | 7 | 1 | -3 | -12
CC(=O)C1=C(O)C(=O)N(c2ccc(O)cc2)C1c1ccccc1F (stereo not given) | 0.7 | 2 | -2 | 6 | -10 | 2 | -14 | -3 | 1
CCOC(=O)c1cnc[nH]c1=O | -0.2 | 3 | 3 | / | / | 2 | 0 | 4 | -21
O=C(Nc1cc(S(=O)(=O)N2CCCCC2)ccc1O)c1ccccc1NS(=O)(=O)c1ccc(F)cc1 | -0.1&6.6 | 2&6 | -10&10 | -10 | -20 | -8&7 | 22&32 | -1&-3 | 15&9
COc1ccc(OCCCN(C)Cc2ccccc2)cc1 | 0.4 | 5 | -9 | -12 | -5 | 10 | -9 | -10 | 0
Cc1cccc(NC(=O)c2sc(Cl)nc2-c2ccccc2)c1 | -0.4 | 11 | 4 | -11 | -18 | 4 | 4 | 0 | 3
O=C(Cn1cnnn1)Nc1cccc([N+](=O)[O-])c1 | 0.2 | 6 | 10 | 3 | -1 | 1 | -13 | -4 | 12
CNC(=O)c1[nH]cnc1C(=O)Nc1cccc(C)c1 | -0.1 | 5 | 0 | 3 | -7 | -6 | 0 | -5 | 5
CC(NS(=O)(=O)c1ccccc1)C(=O)NCCc1ccccn1 (stereo not given) | 0.0 | 7 | -12 | -5 | 8 | 2 | 1 | -6 | -4
COc1ccc(S(=O)(=O)N2CCN(C(=O)CN3C(=O)NC4(CCCC4)C3=O)CC2)cc1 | -0.3 | 1 | 7 | 1 | -1 | -16 | -17 | -3 | -7
NC(=O)CC(NC(=O)Cc1cccc2ccccc12)c1ccc(NCc2cc(F)ccc2F)c([N+](=O)[O-])c1 (stereo not given) | -0.3 | 3 | 10 | 6 | -13 | -10 | 3 | -5 | 16
Cc1cc2nsnc2c(S(=O)(=O)NCC(=O)O)c1C | 0.5 | 2 | -16 | 5 | -8 | 10 | 1 | -4 | 1
Cc1ccccc1S(=O)(=O)NC(=O)C1(C)CCN1C(=O)C/C=C/c1ccccc1 (stereo not given) | 0.0 | 0 | -7 | / | / | -6 | -8 | -1 | -11
Cc1cccc(C)c1NC(=S)N1CCCN(Cc2ccc(F)cc2)C1 | 0.8 | 2 | -16 | -3 | -9 | 13 | -4 | -2 | -6
CCCCNC(=O)N(CC)c1c(N)n(Cc2ccccc2)c(=O)[nH]c1=O | 0.0 | 4 | -5 | -3 | -3 | 13 | -23 | -3 | -5
C#CCNC(=O)C[C@@H]1C[C@@]2(C(=O)OCC)CCCC=C2N(Cc2ccco2)C1=O | 0.1 | 2 | -1 | / | / | -15 | 8 | / | /
O=C(Nc1n[nH]c(C(F)(F)F)n1)c1cccs1 | 0.6 | 0 | -17 | -3 | -4 | 15 | -19 | -1 | -9
COc1ccc(C(=O)OCC[N+]2(C)CCCCC2)cc1 | 5.4 | 5 | -9 | -4 | 13 | 22 | 1 | -4 | -7
O=c1[nH]c(/C(Cl)=C/c2c(F)cccc2Cl)nc2cc(Cl)ccc12 | 0.7 | 1 | -13 | -12 | -7 | 15 | 5 | -1 | -4
COC(C(=O)N/N=C(\C)CC(=O)Nc1ccc(N(C)C)cc1)c1ccccc1 (stereo not given) | -0.2 | 8 | -5 | -3 | -17 | 1 | 1 | -3 | 1
C=CCN1C(=O)C(Cc2ccccc2Cl)SC1=Nc1ccc(C(=O)O)cc1 (stereo not given) | 3.5 | 12 | -9 | -12 | -5 | 8 | -2 | 0 | -6
CCCCNc1nc2ccccc2n1CC(=O)Nc1c(C)cccc1CC | 3.5 | 0 | -4 | -10 | -20 | 14 | -6 | -4 | -5
CCOC(=O)C1CCN(CC(=O)c2c(C)[nH]c3cc(C)ccc23)CC1 | 0.5 | 10 | -2 | -13 | 5 | 19 | -5 | -4 | -4
OC(c1ccc(F)cc1)c1ncc(-c2ccccc2F)[nH]1 (stereo not given) | 0.6 | 2 | -5 | / | / | 15 | -10 | -2 | -8
Cc1ccccc1OCCn1c(=S)[nH]c2c(N)ncnc21 | 2.4 | 3 | -11 | -6 | -9 | 6 | 17 | -1 | -8
Cc1ccc(NC(=O)N2CCC(NC(=O)c3ccccc3C)CC2)cc1 | 4.0 | 7 | 2 | -15 | -6 | 15 | -4 | -3 | -4
Cc1nc(Nc2ccc(Cl)c(Cl)c2)sc1C(=O)Nc1ccccc1 | 5.2 | 7 | 8 | -17 | 8 | 18 | 34 | -4 | 10
COc1ccc(S(=O)(=O)Nc2ccc(-n3cnnn3)cc2)cc1Br | 2.4 | 1 | -8 | / | / | 16 | 18 | -3 | -5
O=C(O)c1cccc(S(=O)(=O)N2CCCC(c3nc4c(nnn4Cc4ccc(F)cc4)c(=O)[nH]3)C2)c1 (stereo not given) | 0.8 | -4 | -8 | -11 | 7 | 19 | 1 | -1 | -2
CCn1c(C)c(C)c2cc(C(=O)NCCCN3CCCCC3C)ccc21 (stereo not given) | 0.2 | 1 | -13 | -2 | -15 | 11 | -19 | -3 | 16
CCOC(=O)c1sc(NC(=S)NC(=O)c2ccccc2)c(C(=O)OCC)c1C | 0.4 | 1 | -1 | -4 | -8 | 17 | -18 | -8 | -7
COc1ccc(-n2cc(-c3ccc(OC)c(OC)c3)[nH]c2=S)cc1 | 2.8 | 1 | -8 | -2 | 18 | 25 | -18 | -7 | -8
O=C1c2ccccc2C(=O)N1CCCn1ccnc1 | 1.3 | -1 | -4 | 10 | -3 | 21 | 15 | -5 | 6
O=C(CNS(=O)(=O)c1ccccc1F)NNC(=O)c1ccc(Br)cc1 | 0.3 | 20 | -3 | / | / | 16 | -13 | -3 | -6
Cc1[nH]c2ccccc2c1/C=C/c1nc2ccccc2c(=O)n1CCO | 4.6 | 13 | -9 | -12 | 3 | 5 | 51* | -2 | 16
Cc1cc(C)c2c(-c3ccc(F)cc3)c(C#N)c(=O)n(C)c2n1 | 2.7 | 1 | -8 | -6 | 3 | 24 | 0 | -3 | -9
O=C(c1ccc(F)cc1)N1CCC(C(=O)N2CCCc3ccccc32)CC1 | 2.4 | 11 | -10 | / | / | -1 | 18 | 1 | -16
COc1ccc2c(c1)oc(=O)c1cc(OC)ccc12 | 3.5 | -1 | 2 | -6 | 5 | -6 | 4 | -8 | -2
COc1cc(OC)c(N(C)S(=O)(=O)c2cccc(C(=O)OCC(=O)c3c[nH]c4ccccc34)c2)cc1Cl | 2.2 | 5 | 4 | -10 | -3 | 9 | 24 | -7 | 5
CCN(CC(=O)Nc1ccc(NC(C)=O)cc1)C(=O)CCN1C(=O)c2cccc([N+](=O)[O-])c2C1=O | 0.3 | 5 | 7 | -9 | 9 | -18 | -35 | -3 | 15
Cc1ccc(CNC(=O)CN2C(=O)c3ccccc3S2(=O)=O)cc1 | 0.5 | 0 | 3 | -6 | -6 | 2 | -15 | 0 | -7
S=c1[nH]nc(C2CCCCC2)n1Cc1ccccc1 | -0.1 | 4 | -5 | -3 | -18 | 8 | 3 | -9 | -1
Cc1ccc(S(=O)(=O)Oc2ccccc2/C=N/N=C(N)N)cc1 | -0.1 | 4 | -12 | 5 | -7 | 14 | 4 | -11 | -6
COc1ccc([C@@H]2[C@@H]3C(=O)N(C(C)(C)C)C(=O)[C@@H]3[C@]3(C)C(=O)N(c4cccc(Br)c4)C(=O)N23)cc1 | 0.7 | / | -14 | 1 | -25 | 4 | / | -4 | -4
Cc1c(OC(C(=O)O)c2ccccc2)ccc2c1oc(=O)c1ccccc12 (stereo not given) | 0.7 | 15 | -10 | -15 | 0 | 15 | -26 | -4 | -15
O=C(c1ccco1)N1CCN(S(=O)(=O)c2ccc(S(=O)(=O)NC3CCCCC3)cc2)CC1 | 2.4 | 17 | -4 | -4 | -15 | 20 | -12 | -1 | -2
NNC(=O)c1cc(-c2ccc(N)cc2)nc2ccc(Br)cc12 | 0.8 | 0 | -9 | -8 | -17 | 8 | -20 | -1 | -8
O=c1nccc(NCc2ccco2)[nH]1 | 6.3 | 2 | -5 | 0 | -9 | 24 | -2 | -2 | -3
O=C(NNc1cccc(Cl)n1)c1cccnc1Cl | 0.8 | 0 | 1 | 2 | -4 | 19 | 1 | -6 | 2
O=[N+]([O-])c1cc2c(c([N+](=O)[O-])c1)Nc1ccccc1O2 | 17* | 5 | 12 | / | / | 0 | 9 | 5 | -5
O=C(Nc1nc(-c2ccccc2)cs1)c1ccco1 | 0.5 | -1 | -9 | -2 | -25 | 3 | -4 | -4 | -13

Random draw from the library (roughly 4.2% active in at least one column).
